RBX1-CUL1 inh: inhibitors of human ROC1-CUL1 ubiquitin ligase activity. E3 ubiquitin-protein ligase RBX1 (Homo sapiens) + Cullin-1 (Homo sapiens), P62877+Q13616. in vitro K48 di-Ub FRET, acceptor:donor ratio, 45 min. inhibition, % at 10 µM. actives 0.6% (n = 140,000). AID 1347404, 2020; in the data active = inhibition above about 25%
Target sequence (P62877 whole entry, looked up): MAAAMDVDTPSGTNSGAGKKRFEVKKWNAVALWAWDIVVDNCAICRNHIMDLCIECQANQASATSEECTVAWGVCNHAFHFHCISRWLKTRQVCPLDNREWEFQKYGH
Target sequence (Q13616 whole entry, looked up): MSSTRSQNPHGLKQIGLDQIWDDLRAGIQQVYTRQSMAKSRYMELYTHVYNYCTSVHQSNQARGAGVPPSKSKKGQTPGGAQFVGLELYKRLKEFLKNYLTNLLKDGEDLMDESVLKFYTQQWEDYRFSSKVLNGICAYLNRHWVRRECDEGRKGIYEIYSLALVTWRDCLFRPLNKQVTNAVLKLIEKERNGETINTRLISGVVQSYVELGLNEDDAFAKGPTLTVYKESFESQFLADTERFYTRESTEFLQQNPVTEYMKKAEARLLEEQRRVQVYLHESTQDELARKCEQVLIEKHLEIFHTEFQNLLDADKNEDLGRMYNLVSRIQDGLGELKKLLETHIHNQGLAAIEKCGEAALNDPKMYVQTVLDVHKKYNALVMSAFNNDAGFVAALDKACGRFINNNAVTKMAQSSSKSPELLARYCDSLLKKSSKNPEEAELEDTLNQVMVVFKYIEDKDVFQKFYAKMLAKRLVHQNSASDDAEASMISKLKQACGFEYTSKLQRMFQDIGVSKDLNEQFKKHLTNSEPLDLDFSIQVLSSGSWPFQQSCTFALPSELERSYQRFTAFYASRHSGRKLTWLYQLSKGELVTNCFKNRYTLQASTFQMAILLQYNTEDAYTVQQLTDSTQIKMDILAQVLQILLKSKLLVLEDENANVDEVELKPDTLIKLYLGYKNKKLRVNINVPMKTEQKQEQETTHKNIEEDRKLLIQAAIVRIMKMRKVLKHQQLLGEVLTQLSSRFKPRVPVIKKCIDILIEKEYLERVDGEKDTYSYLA
The depositor's hits bear a star; & = joins results of further samples. Not all compounds are listed, so the mix of outcomes need not match the whole.

The opening six records (preview)
SMILES | RBX1-CUL1 inh
COc1cc(Cl)c(C)cc1NC(=O)Cn1cnc2sc(C)c(S(=O)(=O)N3CCCCC3)c2c1=O | -4
CCCCC(O)(CCc1ccccn1)c1ccccc1 (stereo unspecified) | 4
COc1ccc(OCCn2cc(C(=O)c3ccco3)c3ccccc32)cc1 | 2
CC(C)c1ccc(NC(=O)CSc2nnc(CC(=O)Nc3ccccc3)n2C)cc1 | -7
Cc1nnc(Sc2ccc([N+](=O)[O-])cc2Cl)s1 | 4
Cc1ccc(C(=O)Nc2ccc(S(=O)(=O)N(C)Cc3ccccc3)cc2)cc1 | -14

All compounds of this part, repeating the preview:
SMILES | RBX1-CUL1 inh
COc1cc(Cl)c(C)cc1NC(=O)Cn1cnc2sc(C)c(S(=O)(=O)N3CCCCC3)c2c1=O | -4
CCCCC(O)(CCc1ccccn1)c1ccccc1 (stereo unspecified) | 4
COc1ccc(OCCn2cc(C(=O)c3ccco3)c3ccccc32)cc1 | 2
CC(C)c1ccc(NC(=O)CSc2nnc(CC(=O)Nc3ccccc3)n2C)cc1 | -7
Cc1nnc(Sc2ccc([N+](=O)[O-])cc2Cl)s1 | 4
Cc1ccc(C(=O)Nc2ccc(S(=O)(=O)N(C)Cc3ccccc3)cc2)cc1 | -14
CCN1CCN(CC(O)COC2CC3CCC2(C)C3(C)C)CC1 (stereo unspecified) | 1
COC(=O)c1cccnc1-c1ncccc1C(=O)OC | -1
CC(C)c1ccc(Nc2c(-c3ccco3)nc3ccccn23)cc1 | 5
COc1ccc(-c2nc(-c3ccccc3)c(-c3ccc(O)cc3)[nH]2)cc1 | 3
COc1ccc(C(=O)NCC(C)(C)CO)cc1OC1CCN(C(C)C)CC1 | -3
CC(=O)Nc1ccc(S(=O)(=O)Oc2ccc(OS(=O)(=O)c3ccc(NC(C)=O)cc3)cc2)cc1 | 1
CCOC(=O)c1ccc(N(C)C(C)(C)C)cc1 | -1
O=[N+]([O-])c1ccc(-c2c(-c3ccccc3)csc2N2CCCCC2)cc1 | -2
COc1cc(-c2cc3n(C)c(C)c(CCC(=O)NC4CCCCC4)c(=O)n3n2)cc(OC)c1OC | -4
COc1ccc(-c2nc3ccccc3n3c(-c4cccc(C)c4)c4c(=O)n(C)c(=O)n(C)c4c23)cc1 | 8
CCCCc1ccc(C(=O)N2CCN(c3ncccn3)CC2)cc1 | -3
CCn1c(CNC(=O)c2ccccc2F)nnc1SCC(=O)Nc1ccccc1OC | 4
O=C(NCCc1nc2ccccc2n1Cc1ccc(Cl)cc1)c1ccccc1 | 2
Cc1cc(OC(C)C(=O)N2CCCC(C)C2)ccc1Cl (stereo unspecified) | 10
CN(C)c1ncc(CN2CCCC(N(C)CCc3ccccc3)C2)s1 (stereo unspecified) | 2
CC(C)c1cccc(OC/C=C/CN2CCOCC2)c1 | 7
CCCc1nn(C)c(C(=O)Nc2ccc(C(=O)OC)cc2)c1Cl | 16
CC1CCc2sc(C(=O)N3CCN(c4ncccn4)CC3)cc2C1 (stereo unspecified) | 5
O=c1[nH]n(-c2ccccn2)c(=O)c2ccccc12 | 0
COc1cc(OC)c(OC)cc1/C=c1\sc2n(c1=O)C(c1ccccc1Cl)C1=C(N=2)c2ccccc2CC1 (stereo unspecified) | -3
CC1C(=O)C=C2N(C1=O)c1ccccc1C2(C)C (stereo unspecified) | 3
CC(=O)Nc1ccc(S(=O)(=O)N2CCCCC2C(=O)O)cc1 (stereo unspecified) | 2
COc1ccc(N(Cn2nnc3ccccc32)C(C)=O)cc1 | 5
O=C(Nc1ccc2c(c1)-c1ccccc1C2=O)c1ccccc1 | 5
Cc1ccc(N2CC(c3nnc(Cc4ccc(Cl)cc4)o3)CC2=O)cc1 (stereo unspecified) | 0
COCCNC(=O)c1cnn2c(C(F)(F)F)cc(-c3cccc(OC)c3)nc12 | -4
CCOC(=O)CN(C)C1CCN(c2ccc(NC(=O)CCCCc3ccccc3)cc2)CC1 | 3
Cc1nn(C(=O)C2CC2c2ccc(C(C)(C)C)cc2)c(C)c1Cl (stereo unspecified) | 0
CCN(CC)CCn1c(-c2ccc(Cl)cc2)cn2c3ccccc3nc12 | 0
Cc1nnc2c3ccccc3nc(N3CCN(c4ccccc4)CC3)n12 | -1
CCOC(=O)C1=C(C)N=c2s/c(=C/c3ccc(O)c(OC)c3)c(=O)n2C1c1c(OC)ccc2ccccc12 (stereo unspecified) | 1
Cc1ccc(-c2nc(-c3cc4cccc(OCc5ccc(F)cc5)c4oc3=O)no2)cc1 | -1
Cc1c2cnn(CC(=O)NCC(C)c3ccccc3)c(=O)c2c(C)n1Cc1cccc(Cl)c1 (stereo unspecified) | -1
Cc1cc(N2CCN(C)CC2)nc2ccc(NC(=O)c3ccccc3F)cc12 | -10
Cc1cccc(C(=O)n2nc(-c3ccco3)nc2NCc2ccccc2)c1 | 0
Cc1ccc(-c2cc(C(=O)N3CCOCC3)no2)cc1 | -10
NC(=O)c1ccc(NC(=O)c2ccsc2)cc1 | 11
COc1ccc(N2CCN(C(=O)C(C)Oc3ccccc3Cl)CC2)cc1 (stereo unspecified) | 7
Cc1ccc(Cn2c(CNS(=O)(=O)c3ccc(C(C)(C)C)cc3)nc3cccnc32)cc1 | 8
Cc1ccc(C2=NN(C(=O)CN3CCCC3)C(c3ccc(C)cc3)C2)cc1 (stereo unspecified) | -3
COc1ccc(C(=O)Nc2cnc3ccccn3c2=O)cc1OC | 0
Cc1c(Cc2ccccc2)c(NC2CCCCC2)n2c(nc3ccccc32)c1C#N | 4
CCc1nnc(NS(=O)(=O)CC)s1 | 12
CCOC(=O)c1ccc(NS(=O)(=O)c2ccc3c(c2)OCCO3)cc1 | 5
O=C(CSC(=S)N1CCOCC1)Nc1nc(-c2ccccc2)cs1 | -3
COc1cc(/C=N/NC(=O)CSc2nnc(-c3ccc(OC)c(OC)c3)n2-c2ccccc2)ccc1O | 2
O=C(O)c1ccc(C(c2ccc(C(=O)O)cc2)(C(F)(F)F)C(F)(F)F)cc1 | 8
CC(=O)c1ccccc1-c1ccc2c(c1)CC(CNC(=O)Cc1ccccc1C)O2 (stereo unspecified) | 0
C=CCSc1nnc2c(n1)OC(c1ccc(C(=O)O)cc1)Nc1ccccc1-2 (stereo unspecified) | 6
Cc1cc2oc(C(=O)N(Cc3ccccc3)C3CCS(=O)(=O)C3)cc(=O)c2cc1C (stereo unspecified) | 11
CNC(=O)OCc1ccc(-c2ccccc2)o1 | 2
COc1cccc(CNC(C)c2cnn(-c3ccc(F)cc3F)c2C)c1 (stereo unspecified) | 3
O=C(Cc1noc2ccccc12)Nc1cccc(C(F)(F)F)c1 | 8
Fc1ccccc1CSc1nnc2c(n1)OC(c1ccccc1Cl)Nc1ccccc1-2 (stereo unspecified) | 4

Single values from above.
Reading for `COc1ccc(-c2nc3ccccc3n3c(-c4cccc(C)c4)c4c(=O)n(C)c(=O)n(C)c4c23)cc1` in RBX1-CUL1 inh: 8
Reading for `COc1ccc(C(=O)Nc2cnc3ccccn3c2=O)cc1OC` in RBX1-CUL1 inh: 0
Reading for `COc1ccc(OCCn2cc(C(=O)c3ccco3)c3ccccc32)cc1` in RBX1-CUL1 inh: 2

Pulled by compound from above (3):
SMILES | RBX1-CUL1 inh
CCN(CC)CCn1c(-c2ccc(Cl)cc2)cn2c3ccccc3nc12 | 0
CC(C)c1ccc(Nc2c(-c3ccco3)nc3ccccn23)cc1 | 5
O=C(NCCc1nc2ccccc2n1Cc1ccc(Cl)cc1)c1ccccc1 | 2

Other results.
SMILES | RBX1-CUL1 inh
Cc1ccc(S(=O)(=O)N(CC(=O)NCC(C)C)Cc2ccc(Cl)c(Cl)c2)cc1 | 1
CCCC(=O)Oc1ccc(C2Oc3nc(SC)nnc3-c3ccccc3N2C(=O)CCC)cc1OCC (stereo unspecified) | -7
CC(C)(C)NC(=S)Nc1ccccn1 | 9
O=C(NCCCCN1CCN(c2cccc(C(F)(F)F)c2)CC1)C1CCCN1 (stereo unspecified) | 2
COc1cc(C)cc2oc(=O)c(CC(=O)NCCc3ccc(Cl)cc3)c(C)c12 | -5
Nc1c(C(=O)N2CCc3ccccc32)sc2ncccc12 | 6
CCCC12CN3CC(CCC)(CN(C1)C3C1C(=O)NC(=O)N=C1C)C2=O (stereo unspecified) | -1
O=C(c1coc(CN2CCc3ccccc3C2)n1)N1CCCCC1c1cccnc1 (stereo unspecified) | -2
COc1ccc2c(c1)c1c(c(=O)n(-c3cccc(C)c3)c(=O)n1Cc1cccc(Cl)c1)n2C | -13
Cc1ccc2[nH]c3c(=O)n(CC(=O)N4CCCC(C)C4)ncc3c2c1 (stereo unspecified) | -4
CCC1CCc2nc3sc(C(=O)Nc4ccc(F)c(F)c4)c(N)c3cc2C1 (stereo unspecified) | -1&-1
CCN(CC)c1ccc(/C=c2\sc3nc4cc(Br)cnc4n3c2=O)cc1 | -9
Cc1ccc(S(=O)(=O)N(CC(=O)NCC2CCCO2)c2cccc(Br)c2)cc1 (stereo unspecified) | -5
CCOC1(OCC)C(C(C)C)C(C#N)(C#N)C1(OCC)OCC (stereo unspecified) | -1
O=C(Nc1c(Cl)cc(Cl)cc1C(=O)NCC1CCCO1)c1ccco1 (stereo unspecified) | -5
O=C(Cc1cccc2ccccc12)Nc1ccc(Br)cc1F | -5
O=C(Nc1cc(Cl)c(Cl)cc1Cl)c1c(F)c(F)c(F)c(F)c1F | -3
CCCCNC(=O)C1CCN(S(=O)(=O)c2ccc3c(ccn3CC)c2)CC1 | -8
Cc1ccccc1CNC(=O)C(C)N(c1ccccc1)S(C)(=O)=O (stereo unspecified) | -9
CCCNC(=O)C1CCC(Cn2c(=O)c3sccc3n(Cc3ccccc3F)c2=O)CC1 (stereo unspecified) | 4
CCc1ccccc1Nc1nc2ccccc2c2nncn12 | 0
COc1ccc(OC)c(CNC(=O)c2cc(NC(=O)C3CCCO3)c3c(c2)nc(C2CCC2)n3C)c1 (stereo unspecified) | 1
CN(C)CC#CCC(O)(c1ccccc1)c1ccccc1 | 10
COC1=CC(=Cc2c(N)n3nc(C45CC6CC(CC(C6)C4)C5)sc3nc2=O)C=CC1=O | 16
O=C(COc1ccc(F)cc1)N1CCN(c2ccc(F)cc2)CC1 | 1
CCOC(=O)c1cccc(NC(=O)c2nn(-c3ccc(OC)cc3)c(=O)c3c2c2ccccc2n3C)c1 | -6
Cc1nc(-c2ccc(Cl)cc2)sc1-c1csc(-c2ccc(Cl)cc2)n1 | -5
O=C1OC2(CCCCC2)OC(=O)C1=Cc1cccs1 | -5
Cc1cccc(C(=O)NCCc2sc(-c3ccccc3)nc2C)c1 | -6
O=[N+]([O-])c1ccc(N/N=C\c2c3ccccc3cc3ccccc23)nc1 | 2
O=C(O/N=C/c1ccc(O)cc1)c1cccc([N+](=O)[O-])c1 | -6
CC(C)Cc1nc(NC(=O)NC2CCSC2)n[nH]1 (stereo unspecified) | -9
COc1ccc(C2c3c(c(=O)oc4ccccc34)OC(=N)C2C#N)cc1COc1ccc(F)cc1F (stereo unspecified) | 5
COc1ccc(OC(=O)c2ccc(OC)c(OC)c2)cc1 | -9
Cc1ccc(N2C(=O)CSC23C(=O)N(CC(=O)NCCc2ccccc2)c2ccccc23)cc1 (stereo unspecified) | -2
CC(NC(=O)C1(N(C)CCc2ccccc2)Cc2ccccc2C1)c1ccncn1 (stereo unspecified) | 6
CCOC(=O)c1c(-c2ccc(F)cc2)csc1N | -5
Cc1ccc(-c2ccc(C(=O)N3CCC4(CCCN(C)C4=O)C3)cc2)o1 (stereo unspecified) | -8
Cc1ccc(C)c(S(=O)(=O)n2cnc3ccccc32)c1 | 3
O=C(NCc1cccc(Cl)c1)C1CCCN(c2nn3cc(-c4ccc(F)cc4)nc3s2)C1 (stereo unspecified) | -2
CC(C)c1ccc(S(=O)(=O)c2nnn3c2nc(N2CCN(C)CC2)c2sccc23)cc1 | 1
Cc1ccccc1NC(=O)CSc1cn(CC(=O)N2CCCC2)c2ccccc12 | 9
O=C1CC(c2ccccc2)(c2ccccc2)Oc2ccccc21 | -1
Cc1ccc(NC2=NC(C(=O)Nc3ccc(C)c(C)c3)CC(=O)N2)cc1 (stereo unspecified) | -10
CCOc1ccc(-n2c(Cc3ccccc3)nnc2SCc2nc(-c3ccccc3C)no2)cc1 | -1
COc1ccc(-c2ccc(=O)n(CC(=O)Nc3ccc(N(C)C)cc3)n2)cc1 | 8
COc1ccc(N(CC(C)C)S(=O)(=O)c2nnc(NC(=O)c3cccs3)s2)cc1 | -1
O=C1NC(=S)N(c2ccc(Cl)cc2)C(=O)/C1=C\c1ccc(-c2cccc(C(=O)O)c2)o1 | 100*
CCCSc1nc2sc3c(c2c(=O)[nH]1)CCCC3 | 5
CC(C)(C)C(=O)/C=C/c1ccccc1 | 4
CCOC(=O)c1nnc2c(-c3ccccc3OC)c(C)nn2c1C | 5
COc1ccc2nc(SC(C(=O)c3ccccc3)c3ccccc3)nc(C)c2c1 (stereo unspecified) | 1
COc1cc2c(cc1OC)CN(C1CCCN(Cc3c(O)cccc3OC)C1)CC2 (stereo unspecified) | 1
NS(=O)(=O)c1ccc(CCNC(=O)CCc2ccccc2)cc1 | -13
O=C(CSc1nnc(-c2ccccc2Br)n1-c1ccccc1)c1ccc(F)cc1 | -17
CCCCN(C(=O)Nc1ccc(Cl)cc1)C1CCN(C(C)=O)CC1 | -4
COc1ccc(C(=O)N2CCCC2)c(OC2CCN(C(=O)C3CCCO3)CC2)c1 (stereo unspecified) | 14
O=C(CSc1nnc(CNc2ccc(Cl)cc2)n1-c1ccccc1)N/N=C/c1c[nH]c2ccccc12 | -6
COc1cc(-c2nc(NCc3ccc(F)cc3)c3ccccc3n2)cc(OC)c1OC | -6
Cc1ccc(N2CCN(c3ccc(C)cc3)C2c2cc(Cl)cc(Cl)c2O)cc1 | -2

Sorted by the number under RBX1-CUL1 inh (ascending): some entries from above.
canonical_smiles,RBX1-CUL1 inh
O=C(CSc1nnc(-c2ccccc2Br)n1-c1ccccc1)c1ccc(F)cc1,-17
CC(C)(C)C(=O)/C=C/c1ccccc1,4
CCOC(=O)c1nnc2c(-c3ccccc3OC)c(C)nn2c1C,5

High-throughput results from PubChem BioAssay.
